D1 antagonist = human D1 dopamine receptor antagonism; AID 504652; activity change, negative = inhibition, % at 10 µM; HEK293 TREx D1 cells, calcium flux, dopamine EC80; stronger effect = lower value; 3.2% of 360,000 active; in the data active = activity change below about -30%; also: % is scaled to controls: 0 for no effect and ±100 for the full control effect
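HEK293 T-REx cells expressing inducible, force-coupled D1 receptor; no-wash Ca dye, 30–90 min RT. Cmpd → 180 s read at 1 Hz → EC80 DA → 180 s read.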
RXFP1 ag = agonists of human relaxin receptor RXFP1; Q9HBX9; HEK293T-RXFP1 cAMP TR-FRET, 30 min; response scale: percent of porcine relaxin response, buffer zero; Potency, µM (series often up to 57.5 µM), without a hit: top-dose activation, most hits filed as activators; 0.3% of 370,000 active; also: potency is read from the fitted curve at half-maximal effect; % is scaled to controls: 0 for no effect and ±100 for the full control effect; nearly all actives have a fitted effect of over 60% in size; many of its hits are not listed in these tables
Target sequence (Q9HBX9 whole entry, looked up): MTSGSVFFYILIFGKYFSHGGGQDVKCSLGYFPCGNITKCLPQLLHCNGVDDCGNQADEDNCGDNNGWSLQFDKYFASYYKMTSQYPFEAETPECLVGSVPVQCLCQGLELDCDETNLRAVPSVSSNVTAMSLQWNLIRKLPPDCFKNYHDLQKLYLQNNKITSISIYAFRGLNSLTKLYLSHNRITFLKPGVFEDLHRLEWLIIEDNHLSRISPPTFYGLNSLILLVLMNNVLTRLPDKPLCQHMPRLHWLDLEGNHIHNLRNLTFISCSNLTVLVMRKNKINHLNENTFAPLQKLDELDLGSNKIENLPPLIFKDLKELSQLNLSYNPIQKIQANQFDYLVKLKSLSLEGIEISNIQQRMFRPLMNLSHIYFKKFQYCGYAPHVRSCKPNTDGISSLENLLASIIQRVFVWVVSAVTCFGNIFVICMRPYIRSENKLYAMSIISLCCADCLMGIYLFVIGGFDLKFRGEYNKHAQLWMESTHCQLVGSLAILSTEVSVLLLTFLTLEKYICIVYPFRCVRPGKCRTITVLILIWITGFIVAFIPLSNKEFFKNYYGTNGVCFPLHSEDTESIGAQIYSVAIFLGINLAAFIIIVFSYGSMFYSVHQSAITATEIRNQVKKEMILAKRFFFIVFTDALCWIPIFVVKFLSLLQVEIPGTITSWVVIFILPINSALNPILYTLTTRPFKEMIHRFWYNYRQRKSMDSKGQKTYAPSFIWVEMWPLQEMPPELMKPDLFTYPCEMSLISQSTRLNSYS
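cAMP rise read by TR-FRET after 30 min, 37C compound exposure (up to 58 uM) in RXFP1-transfected HEK293 cells with Ro 20174 present. EC50 from Hill-equation fits, with 29 nM porcine relaxin as 100% and buffer as basal.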
D1 ag = agonists of human D1 dopamine receptor | P21728 | HEK293 T-REx D1 cells, calcium flux, agonist mode | activation, % at 2 µM | 1% of 360,000 active | AID 504660; in the data active = activation above about 30%; also: 0% is about no effect
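Inducible HEK293 T-REx D1 cells, force-coupled to calcium signalling, were plated at 4000 cells/well with tetracycline and held overnight at 30 C. After no-wash calcium dye loading, compound-evoked calcium rise over 180 s flagged agonists.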
RXFP1 antag = RXFP1 (human) relaxin receptor antagonism | HEK293-RXFP1, relaxin-stimulated cAMP HTRF, 30 min; stronger effect = lower value | Q9HBX9 | 0.59% of 350,000 active | AID 1259400 | activity change, negative = inhibition, % at 57.5 µM;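 active = activity change of -60% or lower, but not beyond a set lower limit; inconclusive = change between -60% and -40%, or beyond the set limit; inactive = change above -40%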; also: % is scaled to controls: 0 for no effect and ±100 for the full control effect
Vif-A3G inh = inhibitors of Vif-APOBEC3G interaction | HeLa A3G-eYFP + Vif (tagged APOBEC3G with the HIV-1 protein that degrades it), YFP fluorescence, overnight | AID 602310 | Q9HC16 | Potency, µM (doses to about 46.1 µM), inactives show at the highest dose activity, negative = active, usual class: inhibitors | 0.076% of 410,000 active;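 also: potency is read from the fitted curve at half-maximal effect; % is scaled to controls: 0 for no effect and ±100 for the full control effect; nearly all actives have a fitted effect of over 60% in size; hits raise eYFP signal because A3G escapes Vif-driven loss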
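HeLa cells stably expressing Vif and C-terminally eYFP-tagged A3G, seeded overnight at 37 deg C, then exposed to compound by pintool overnight at 37 deg C. Rise in yellow fluorescence (Ex 488/Em 500-530, Acumen) marks blocked Vif-driven A3G degradation.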
D2 PAM = D2 dopamine receptor (human) potentiation; 0.34% of 340,000 active; P14416; HEK293 T-REx D2, calcium flux, EC20 dopamine potentiation; potentiation, % at 10 µM;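 active = potentiation over 3 SD above the plate norm, cut at about 30% in these data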; also: 0% is about no effect
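Using a no-wash calcium dye in inducible, force-coupled HEK293 Trex cells expressing D2, we tracked fluorescence each second for 180 s after compound, then for 180 s after EC20 dopamine to detect augmented signalling.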
Vif-A3F inh = blocks the Vif interaction with APOBEC3F. 0.2% of 390,000 active. Potency, µM (top dose mostly 46.1 µM), for inactives: at the top dose activity, negative = active. HeLa A3F-eYFP + Vif (tagged APOBEC3F with the HIV-1 protein that degrades it), YFP fluorescence increase; also: potency is read from the fitted curve at half-maximal effect; % of control where 0% means no effect; nearly all actives have a fitted effect of over 65% in size
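HeLa cells stably expressing Vif plus C-terminally eYFP-tagged A3F were seeded, incubated overnight at 37 deg C, dosed with compound, incubated overnight again at 37 deg C. Yellow fluorescence (Ex 488/Em 500-530) reported blocked Vif-mediated A3F-eYFP degradation.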
D1 PAM = human D1 dopamine receptor positive modulation. P21728. HEK293 TREx D1 cells, calcium flux, dopamine EC20 potentiation. potentiation, % at 10 µM. 0.036% of 360,000 active. AID 504651; in the data active = potentiation above about 30%; also: 0% is about no effect
Glioma ERSR ind = induces the endoplasmic reticulum stress response in human glioma cells; U87-MG GRP78 promoter luciferase reporter, 16 h; Potency, µM, inactives show at the top dose activation, most hits filed as activators; 0.02% of 420,000 active; AID 602332; also: potency is read from the fitted curve at half-maximal effect; series mostly up to about 76 µM; % of control where 0% means no effect; nearly all actives have a fitted effect of over 35% in size
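Stably transfected U87-MG human glioma cells carrying a GRP78-based luminescent sensor were seeded at 1000 cells/well, pin-dosed with compounds and incubated 16 h. Luciferase reagent was then added, and end-point luminescence was read after 10 min at room temperature.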
The depositor's hits bear a star; ? = inconclusive; · = no result given; & = joins results of further samples. Unless noted, calls follow the shape of the dose curve; as a rule, active = well fitted curve in the direction sought with a large enough effect; inconclusive = small, poorly fitted or top-dose-only effect, or another doubt; inactive = no such curve, though single readings can be large; an effect the other way counts as inactive or inconclusive. Some of the compounds tested, so the mix of outcomes need not match the whole.

1) Cc1cccc(C(=O)NN2S(=O)(=O)c3ccccc3S2(=O)=O)c1
2) COc1ccc(C)cc1NC(=O)c1ccccc1NS(=O)(=O)c1ccc(Cl)s1
3) CC(=O)Nc1cccc(C(=O)N2CCN(S(=O)(=O)c3ccc(C4CCCCC4)cc3)CC2)c1
4) CCC1(C)Cc2c(sc3nc(SC)nc(N)c23)CO1 (stereo not given)
5) COc1ccc(-n2ccnc(NCCc3ccccc3)c2=O)cc1OC
6) O=C(Cn1ccc2cc(S(=O)(=O)N3CCCCCC3)ccc21)NCc1ccccc1Cl

Assay by compound	1	2	3	4	5	6
Vif-A3G inh	0%	-10%	0%	-4%	2%	4%
RXFP1 antag	3	-2	-4	-4	·	-4
Glioma ERSR ind	-7%	-5%	0%	4%	0%	1%
D2 PAM	0	-3	·	-2	-4	2
Vif-A3F inh	12%	-8%	-3%	0%	3%	3%
D1 antagonist	29	-31*	·	-18	-8	4
RXFP1 ag	0.9%	2.9%	·	0.4%	-0.6%	-2.1%
D1 PAM	2	-4	·	-7	2	3
D1 ag	6	24	·	-1	1	4

7) O=C(NC1CCN(C(=O)C2CCCCC2)CC1)c1ccccc1
8) COc1ccc(CCNC(=O)CN2C(=O)C(=O)N(C3CCCC3)C2=O)cc1OC
9) O=S(=O)(NCCOc1ccccc1)c1ccc2ccccc2c1
10) CC1CCCN(CCCNC(=O)c2cn(C)c3ccc(S(=O)(=O)N(C)C4CCCCC4)cc3c2=O)C1 (stereo not given)
11) O=C(N/N=C/c1ccc(Br)s1)c1c[nH]c2ccccc12
12) Cc1ccnc(NC(=O)c2ccc3c(c2)S(=O)(=O)c2ccccc2C3=O)c1

Assay by compound	7	8	9	10	11	12
Vif-A3G inh	0%	1%	-14%	4%&5%	-15%	-1%
RXFP1 antag	?	-3	-15	-5&-2	-8	-5
Glioma ERSR ind	-4%	-5%	-3%	-4%&0%	5%	4%
D2 PAM	-6	-6	·	-14&-15	-24	21
Vif-A3F inh	2%	1%	4%	1%&3%	0%	-6%
D1 antagonist	-8	-8	12	-2&4	8	2
RXFP1 ag	0.4%	0.4%	3.1%	1.4%&4.8%	0.5%	?
D1 PAM	-4	-18	-5	-1&2	-8	-9
D1 ag	2	7	-2	1&-2	-2	3

13) COCCNC(=O)/C(C#N)=C/c1nc(N(C)C)n(-c2ccc(F)cc2)c1Cl
14) CC(=O)c1ccc(OCC(O)Cn2nnc3ccccc32)cc1 (stereo not given)
15) Cc1cccc(NC(=O)CSc2nnc(CNC(=O)c3cccc(C)c3)n2-c2ccccc2)c1
16) OC[C@H]1OC(O)C[C@@H](O)[C@@H]1O (stereo not given in full)
17) Cc1nn(CC(=O)Nc2nccs2)c(C)c1[N+](=O)[O-]
18) O=C(NCCc1c[nH]c2ccccc12)C(=O)NCC(c1ccco1)N1CCN(c2ccccc2)CC1 (stereo not given)

Assay by compound	13	14	15	16	17	18
Vif-A3G inh	-7%	-1%	3%	1%	3%	-4%
RXFP1 antag	-4	3	-15	·	13	-11
Glioma ERSR ind	3%	4%	-4%	2%	-4%	-2%
D2 PAM	·	-2	-6	10	4	-2
Vif-A3F inh	-4%	3%	6%	8%	9%	-10%
D1 antagonist	-1	-15	-13	-7	7	1
RXFP1 ag	-0.9%	3.1%	0.7%	-0.7%	-0.5%	1.4%
D1 PAM	0	-7	-2	-4	4	-2
D1 ag	1	5	7	-1	2	5

Full records, looked up by structure:
Results for CCC1(C)Cc2c(sc3nc(SC)nc(N)c23)CO1 (stereo not given) : Vif-A3G inh: -4%; RXFP1 antag: -4; Glioma ERSR ind: 4%; D2 PAM: -2; Vif-A3F inh: 0%; D1 antagonist: -18; RXFP1 ag: 0.4%; D1 PAM: -7; D1 ag: -1
Results for COc1ccc(C)cc1NC(=O)c1ccccc1NS(=O)(=O)c1ccc(Cl)s1 : Vif-A3G inh: -10%; RXFP1 antag: -2; Glioma ERSR ind: -5%; D2 PAM: -3; Vif-A3F inh: -8%; D1 antagonist: -31*; RXFP1 ag: 2.9%; D1 PAM: -4; D1 ag: 24

Next records:
19) COCCNC(=S)N1CCC(Cc2ccccc2)CC1
20) CCCC(=O)c1c[nH]c(C(=O)N2CCOCC2)c1
21) Cc1nc2ccccc2n1S(=O)(=O)N(C)C
22) CC(NCc1ccc(S(N)(=O)=O)cc1)C(=O)Nc1cccc(Cl)c1 (stereo not given)
23) O=C(NCCCN1CCOCC1)C1CCC(=O)N1CCc1ccccc1 (stereo not given)
24) CC(C)C(=O)Nc1nnc(CSCc2ccccc2F)s1

Assay by compound	19	20	21	22	23	24
Vif-A3G inh	0%	0%	0%	-2%	5%	1%
RXFP1 antag	-6	-5	-1	1	·	16
Glioma ERSR ind	-4%	-3%	3%	-2%	-5%	-1%
D2 PAM	-1	3	-3	-8	10	5
Vif-A3F inh	-4%	-28%	-14%	-9%	2%	3%
D1 antagonist	2	24	3	-24	0	-13
RXFP1 ag	1.3%	0.7%	-4.0%	-0.3%	1.9%	2.6%
D1 PAM	-6	·	-8	-11	1	-5
D1 ag	0	3	3	1	2	1

Retrieved by structure from above:
20) CCCC(=O)c1c[nH]c(C(=O)N2CCOCC2)c1
21) Cc1nc2ccccc2n1S(=O)(=O)N(C)C

Assay by compound	20	21
Vif-A3G inh	0%	0%
RXFP1 antag	-5	-1
Glioma ERSR ind	-3%	3%
D2 PAM	3	-3
Vif-A3F inh	-28%	-14%
D1 antagonist	24	3
RXFP1 ag	0.7%	-4.0%
D1 PAM	·	-8
D1 ag	3	3

The listing continues:
25) CC(=O)Nc1ccc(NC(=O)COC(=O)c2ccc(S(=O)(=O)N(C)c3ccccc3)cc2)cc1
26) CCOc1ccc(N(CC(=O)Nc2cccc(F)c2)S(=O)(=O)c2c(C)noc2C)cc1
27) CC(O)(P(=O)(O)O)P(=O)(O)O
28) CC(=O)Nc1nnc(COc2ccccc2)s1
29) O=C(Nc1cccc2ccccc12)c1nn(C23CC4CC(CC(C4)C2)C3)cc1[N+](=O)[O-]
30) CCCN1CCC(NC(=O)Cc2cccc(C)c2)CC1

Assay by compound	25	26	27	28	29	30
Vif-A3G inh	-3%	-17%	0%	-6%	0%	-2%
RXFP1 antag	-6	·	-9	3	22	-17
Glioma ERSR ind	1%	-5%	-5%&-1%&-5%	3%	-5%	0%
D2 PAM	·	11	·	-3	-6	3
Vif-A3F inh	-24%	-11%	0%	-23%	0%	-3%
D1 antagonist	·	-34*	·	7	4	26
RXFP1 ag	·	1.2%	·	2.0%	2.9%	-0.7%
D1 PAM	·	-4	·	-3	-6	0
D1 ag	·	5	·	1	3	-2

31) CS(=O)(=O)N(CC(=O)N1CCC(C(N)=O)CC1)Cc1ccc(Cl)c(Cl)c1
32) COc1ccc([C@H]2CC(=O)C=C(c3ccc(C)c4ccccc34)C2)cc1
33) CN(Cc1c(C(=O)N/N=C/c2ccc(F)cc2)nnn1-c1nonc1N)C1CCCCC1
34) COc1cc(OC)nc(NC(=O)NS(=O)(=O)c2ccccc2Cl)n1
35) CCCn1nnnc1NCc1ccc(N2CCCC2)cc1
36) Cc1onc(-c2ccccc2)c1C(=O)NN1CCOCC1

Assay by compound	31	32	33	34	35	36
Vif-A3G inh	-1%	-15%	3%	1%	-5%	2%
RXFP1 antag	-2	·	-12	-18	0	7
Glioma ERSR ind	-2%	-2%	-3%	0%	-4%	-1%
D2 PAM	-9	12	-8	-3	-13	·
Vif-A3F inh	14%	-1%	-30%	-8%	-1%	-4%
D1 antagonist	18	·	11	-3	-16	·
RXFP1 ag	-0.4%	-0.8%	-1.0%	0.8%	-2.7%	·
D1 PAM	-2	3	-1	0	-9	·
D1 ag	3	4	5	1	1	·

37) O=C(CCn1c(=S)oc2ccccc21)Nc1ccccc1Br
38) CCOC(=O)C1=C(CC)Nc2ccccc2N=C1NC(=O)c1ccc(C)c(S(=O)(=O)N2CCOCC2)c1
39) COC(=O)c1cc(C(=O)c2cc(Cl)ccc2O)coc1=N
40) C/C(N)=C(/C#N)C(=O)CSc1nnc(Cc2ccccc2F)n1N
41) CC(C)COC(=O)CNc1n[nH]c(=S)[nH]c1=O
42) Cc1cccc(OCC(=O)OCC(=O)N2CCN(C(=O)c3ccco3)CC2)c1C

Assay by compound	37	38	39	40	41	42
Vif-A3G inh	-1%	1%	-21%	0%&0%	0%	-2%
RXFP1 antag	8	-9	-11	-8&6	?	7
Glioma ERSR ind	-4%	-3%	-5%	-4%&0%	-3%	-3%
D2 PAM	-7	-3	-1	-3	4	·
Vif-A3F inh	-18%	-15%	-10%	6%&-6%	-2%	-1%
D1 antagonist	-6	-20	10	22	6	·
RXFP1 ag	-3.4%	0.2%	0.9%	2.8%	27%	·
D1 PAM	-1	2	-3	0	-2	·
D1 ag	1	1	4	2	4	·

43) CCOC(=O)C1CCCCN1Cc1cccc(C(F)(F)F)c1 (stereo not given)
44) COc1cccc(/C=N/NC(=O)c2cc(-c3cccn3C)n[nH]2)c1
45) Cc1ccc(/C=C/c2onc(C)c2S(=O)(=O)N2CCC(C(=O)N(CCC(C)C)Cc3ccco3)CC2)cc1
46) O=C1CCC(=O)N1c1cccc(OS(=O)(=O)c2ccccc2)c1
47) O=c1[nH]n(-c2cccc(Cl)c2)c2ncccc12
48) Cc1cc(=O)oc2cc(NC(=O)C3CCCC3)ccc12
49) COc1cc(S(=O)(=O)N2CCOCC2)cc(C(=O)c2nccn2C)c1OC

Assay by compound	43	44	45	46	47	48	49
Vif-A3G inh	0%	-5%	-11%	-1%	-11%	10%	0%
RXFP1 antag	12	-16	-7	·	-7	4	7
Glioma ERSR ind	-3%	-1%	2%	-2%	0%	1%	-1%
D2 PAM	0	-22	8	-9	-4	-5	6
Vif-A3F inh	-8%	1%	6%	-2%	-2%	-18%	1%
D1 antagonist	-6	-5	3	-7	-2	-15	1
RXFP1 ag	2.7%	-0.6%	-2.3%	-1.0%	-2.6%	3.6%	1.4%
D1 PAM	15	0	-3	1	-5	-3	13
D1 ag	3	0	3	6	2	0	1

Screening results (PubChem)
